Screening data deposited in PubChem BioAssay by Sanford-Burnham Center for Chemical Genomics.
PfGluPho inh = PfG6PD (Plasmodium falciparum) enzyme inhibition. PfGluPho enzyme, NADPH resazurin-diaphorase fluorescence. inhibition, % at 20 µM. 350,000 compounds, 0.78% hits;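 active = inhibition reaching at least a set limit at 20 µM in the primary screen, cut at about 59% in these data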;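 note: 0% = DMSO wells with substrate and 100% = DMSO wells lacking glucose-6-phosphate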
HKDC1 inh = inhibitors of human hexokinase HKDC1 | Q2TB90 | recombinant HKDC1, G6PDH/diaphorase resazurin coupled fluorescence | inhibition, % at 20 µM | 340,000 compounds, 0.16% hits | AID 493160;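 active = inhibition above about 35% when tested at 20 µM, limit read from the data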;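 note: plate controls were DMSO wells with enzyme for no effect and DMSO wells lacking enzyme for full effect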
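Assay system: recombinant HKDC1 hexokinase; detection: coupled resazurin fluorescence, excitation 525 nm, emission 613 nm; benchmarks: DMSO-plus-enzyme-mix negative control, buffer-substituted positive control; compound dosing: single 20 µM dose; schedule: 90 min at room temperature in dark; also added: glucose plus 1 mM ATP as hexokinase substrates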
MPTP block = blocks calcium-induced mitochondrial swelling. isolated mouse mitochondria, Ca2+ swelling absorbance, 30 min. 360,000 compounds, 1.4% hits. inhibition, % at 10 µM;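 active = inhibition of 50% or more, scaled per plate between neutral and stimulator controls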;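 note: 0% = DMSO wells given calcium and 100% = 1 mM EGTA wells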
SENP7 inh = blocks the human protease SENP7; Q9BQF6; recombinant SENP7, Z-RLRGG-aminoluciferin luminescence, 40 min; inhibition, % at 5 µM; 330,000 compounds, 1.5% hits; AID 434973;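 active = inhibition above about 50% at the single test dose, limit read from the data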;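 note: plate controls were DMSO with enzyme for no effect and no enzyme buffer wells for full effect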
Target sequence (Q9BQF6 706-1050 limits assumed): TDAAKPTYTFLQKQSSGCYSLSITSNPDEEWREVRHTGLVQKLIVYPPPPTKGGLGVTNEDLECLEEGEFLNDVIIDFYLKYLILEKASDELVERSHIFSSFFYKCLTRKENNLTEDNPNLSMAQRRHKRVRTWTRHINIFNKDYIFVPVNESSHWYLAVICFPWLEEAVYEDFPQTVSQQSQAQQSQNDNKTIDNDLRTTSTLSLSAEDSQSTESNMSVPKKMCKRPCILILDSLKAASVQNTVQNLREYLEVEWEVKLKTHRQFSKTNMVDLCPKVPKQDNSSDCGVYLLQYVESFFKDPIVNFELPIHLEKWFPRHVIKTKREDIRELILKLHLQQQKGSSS
ATG4B inh = inhibitors of human ATG4B cysteine protease | ATG4B cleavage of LC3-PLA2, NBD-HPC fluorescence, 1 h | 340,000 compounds, 0.51% hits | inhibition, % at 8.33 µM; in the data active = inhibition above about 40%
GRIN3A LBD mod = modulates the human NR3A ligand-binding domain; 340,000 compounds, 2.5% hits; Tm shift relative to glycine control, % at 25 µM; AID 1259313; NR3A LBD differential scanning fluorimetry, Tm shift; 0% = protein alone, 100% = glycine-bound protein;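 active = melting temperature shift of at least 10% of the positive control shift, at one fixed dose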
SENP8 inh = SENP8 (human) protease inhibition; Q96LD8; recombinant SENP8, Nedd8 substrate fluorescence; inhibition, % at 20 µM; 360,000 compounds, 0.64% hits; AID 602440; in the data active = inhibition mostly above about 40%, no sharp cut-off; inactive = mostly below about 27%
Target sequence (Q96LD8 whole entry, looked up): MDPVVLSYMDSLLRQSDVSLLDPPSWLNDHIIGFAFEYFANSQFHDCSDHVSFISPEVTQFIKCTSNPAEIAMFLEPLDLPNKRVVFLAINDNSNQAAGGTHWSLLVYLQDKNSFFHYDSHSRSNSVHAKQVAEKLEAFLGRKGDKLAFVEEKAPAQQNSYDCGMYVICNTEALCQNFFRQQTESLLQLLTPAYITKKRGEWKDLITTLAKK
SENP6 inh = inhibitors of human SENP6 protease. Recombinant SENP6 catalytic domain, aminoluciferin luminescence. AID 2599. inhibition, % at 10 µM. 330,000 compounds, 1.8% hits;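 active = inhibition above about 50% at the single tested dose, limit read from the data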;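 note: plate controls were DMSO wells with enzyme for no effect and DMSO wells lacking enzyme for full effect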
Target sequence (Q9GZR1 628-1112 limits assumed): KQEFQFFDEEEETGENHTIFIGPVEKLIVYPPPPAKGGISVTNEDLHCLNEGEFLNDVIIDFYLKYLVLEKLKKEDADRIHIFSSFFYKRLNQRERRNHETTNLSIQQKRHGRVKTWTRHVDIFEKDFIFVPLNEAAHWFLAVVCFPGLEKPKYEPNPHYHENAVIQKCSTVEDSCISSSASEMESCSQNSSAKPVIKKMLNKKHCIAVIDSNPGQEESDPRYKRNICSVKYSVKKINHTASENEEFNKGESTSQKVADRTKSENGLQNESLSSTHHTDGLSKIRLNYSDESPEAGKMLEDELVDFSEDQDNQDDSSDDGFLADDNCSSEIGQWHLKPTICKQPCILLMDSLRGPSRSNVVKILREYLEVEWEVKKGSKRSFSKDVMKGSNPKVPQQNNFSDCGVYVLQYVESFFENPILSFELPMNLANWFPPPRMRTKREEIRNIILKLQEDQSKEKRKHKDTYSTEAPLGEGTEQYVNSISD
The depositor's hits bear a star; i = inactive; . = no result given.

[1] Cc1cc(N2CCN(C)CC2)nc2ccc(NC(=S)N3CCC4(CC3)OCCO4)cc12
[2] O=C(CSc1nnc(Cc2cccs2)n1C1CC1)NC1CCS(=O)(=O)C1 (stereo unspecified)
[3] CCN1C=C(C(=O)OC)C(c2cccc(OC)c2OC)C(C(=O)OC)=C1
[4] Cc1cc(C)c(C#N)c(SCc2ccc3c(c2)OCO3)n1
[5] Cc1ccc(C(=O)COc2ccc3c(C)cc(=O)oc3c2)cc1
[6] O=C(NCc1ccncc1)C(=O)Nc1nc(C23CC4CC(CC(C4)C2)C3)cs1
[7] COCCN(C(=O)C1CC1)c1nnc(-c2ccc(C)cc2)s1
[8] COc1ccc(S(=O)(=O)Nc2ccc(-c3ccc4nnc(C)n4n3)cc2)c(OC)c1

Screen / compound no.	1	2	3	4	5	6	7	8
PfGluPho inh	6	8	2	12	7	-29	-2	43
HKDC1 inh	-3	4	-8	-7	-2	7	-2	7
MPTP block	0.2	-0.1	-0.2	-0.5	0.6	21	-0.6	0.9
SENP7 inh	-10	5	2	0	-1	1	-6	6
ATG4B inh	-4	-40	-4	0	-9	3	1	-8
GRIN3A LBD mod	0	8	2	-2	1	-12	-2	-2
SENP8 inh	-112	3	-425	25	-8	10	-16	i
SENP6 inh	-8	8	10	2	-32	3	-5	-4

Exported with two lines to a compound: entries from further up
The line under a structure holds: PfGluPho inh, HKDC1 inh, MPTP block, SENP7 inh, ATG4B inh, GRIN3A LBD mod, SENP8 inh, SENP6 inh
5. Cc1ccc(C(=O)COc2ccc3c(C)cc(=O)oc3c2)cc1
→ 7, -2, 0.6, -1, -9, 1, -8, -32
2. O=C(CSc1nnc(Cc2cccs2)n1C1CC1)NC1CCS(=O)(=O)C1 (stereo unspecified)
→ 8, 4, -0.1, 5, -40, 8, 3, 8

Additional results follow.
[9] CCCCCCn1c(=O)c(C(=O)N/N=C/c2cccc(F)c2)c(O)c2ccccc21
[10] Cc1nc(N2N=C3/C(=C/c4ccc(F)cc4)CCCC3C2c2ccc(F)cc2)sc1C(=O)N(C)C (stereo unspecified)
[11] Cc1ccc(NC(=O)CNC(=O)c2cccs2)nc1
[12] CC(=O)c1ccc(N=c2scc(C)n2C(C)C)cc1
[13] O=C(NCCCN1CCCC1)c1ccc2c(c1)N(Cc1cccc(Cl)c1)C(=O)c1ccccc1S2=O (stereo unspecified)
[14] O=C(c1ccc2c(c1)OCCO2)N1CCCC(CNS(=O)(=O)c2cccs2)C1 (stereo unspecified)
[15] CCC(C)NC(=O)CSc1nnc(-c2cc(-c3cccs3)nc3ccccc23)o1 (stereo unspecified)
[16] O=C(CC1NC2CCCCC2NC1=O)Nc1cccc(C(F)(F)F)c1 (stereo unspecified)

Screen / compound no.	9	10	11	12	13	14	15	16
PfGluPho inh	-28	23	1	0	8	-10	-17	-13
HKDC1 inh	-5	2	-3	0	-5	-3	-5	-3
MPTP block	14	-0.6	-3.6	0.2	-0.8	-2.4	-1.6	-0.9
SENP7 inh	-9	3	9	-2	1	-8	4	-4
ATG4B inh	5	-2	-2	4	-2	-4	3	10
GRIN3A LBD mod	-1	-1	-2	-2	0	2	-3	1
SENP8 inh	-60	-267	12	-96	12	9	-482	32
SENP6 inh	9	-11	0	4	9	-29	-6	-5

Grouped by structure, the entries above containing an aryl methoxy group (two)
[3] CCN1C=C(C(=O)OC)C(c2cccc(OC)c2OC)C(C(=O)OC)=C1
[8] COc1ccc(S(=O)(=O)Nc2ccc(-c3ccc4nnc(C)n4n3)cc2)c(OC)c1

Screen / compound no.	3	8
PfGluPho inh	2	43
HKDC1 inh	-8	7
MPTP block	-0.2	0.9
SENP7 inh	2	6
ATG4B inh	-4	-8
GRIN3A LBD mod	2	-2
SENP8 inh	-425	i
SENP6 inh	10	-4

Next part.
[17] CC(C)c1cc(=O)n2[nH]c(SCc3ccccc3Cl)nc2n1
[18] Cc1cc(C)c(-c2csc(NC(=O)COC(=O)c3ccc4c(c3)OCO4)n2)c(C)c1
[19] CC(=O)CSc1ncnc2c1cnn2-c1ccccc1
[20] Cc1cc(C)cc(OCC(=O)OC(C)C(=O)Nc2c(C)n(C)n(-c3ccccc3)c2=O)c1 (stereo unspecified)
[21] O=C(N/C(=C/c1cccc([N+](=O)[O-])c1)C(=O)N1CCCC1)c1ccccc1
[22] C/C=C/C=C/C(=O)N1CC2(CC(c3cccc(NC(=O)/C=C/C)c3)=NO2)C[C@@H]1C(N)=O (stereo partly specified)
[23] O=C(NCc1n[nH]c(=S)n1-c1cccc(Cl)c1)c1ccc(S(=O)(=O)N2CCCCC2)cc1
[24] CCCCn1c(N)c(N(CC(C)C)C(=O)c2ccc(N3C(=O)c4ccccc4C3=O)cc2)c(=O)[nH]c1=O

Screen / compound no.	17	18	19	20	21	22	23	24
PfGluPho inh	-14	7	18	12	-18	13	-4	-5
HKDC1 inh	4	0	-13	-8	-7	3	2	5
MPTP block	1.4	1.6	-0.4	-1.2	-2.6	0.3	-0.1	-0.4
SENP7 inh	-4	0	2	2	3	3	8	-6
ATG4B inh	0	-2	-13	-3	2	-16	2	0
GRIN3A LBD mod	1	-2	0	0	-1	-1	1	-1
SENP8 inh	11	4	-14	5	16	11	14	-10
SENP6 inh	-20	-7	2	3	-4	4	-3	-20

[25] O=C(NC1CCN(Cc2ccccc2)CC1)c1ccc(Cn2c(=S)[nH]c3ccc(N4CCOCC4)cc3c2=O)cc1
[26] CCCOC(=O)c1c(NC(=O)CSc2nc(-c3ccco3)cc(C(F)(F)F)n2)sc(C(=O)OC)c1C
[27] Cc1ccc(-c2onc3ccc(Br)cc23)cc1
[28] CC1CCN(C(=O)C2CCCN(S(=O)(=O)c3cccc4nsnc34)C2)CC1 (stereo unspecified)
[29] COc1ccc(-n2c(Cc3cccn3C)nnc2SCC(=O)Nc2nccs2)cc1
[30] CCn1nc(C(=O)NCC(c2cccs2)N2CCOCC2)c2ccccc2c1=O (stereo unspecified)
[31] Cc1cc(C(=O)NNc2ccc(F)cc2)no1
[32] CC(C)C[C@H](NC(=O)OC(C)(C)C)C(=O)N1CCC(C(=O)O)CC1

Screen / compound no.	25	26	27	28	29	30	31	32
PfGluPho inh	25	-30	-1	-4	15	-7	-9	3
HKDC1 inh	0	-6	-1	-5	-2	-2	-6	-5
MPTP block	-0.2	6.7	1.0	-0.9	-0.5	-0.8	1.3	1.0
SENP7 inh	-9	-10	5	11	3	1	-3	-1
ATG4B inh	-20	8	-13	-2	-3	-4	2	-2
GRIN3A LBD mod	-4	2	3	0	1	-2	2	3
SENP8 inh	-410	-47	10	10	-10	11	-52	16
SENP6 inh	-25	-6	7	-6	10	-4	-2	9

[33] CCCCC(CCC(=O)O)(C(=O)OCC)c1csc(N)n1 (stereo unspecified)
[34] Cc1ccccc1C(=O)Nc1ccnn1C1CCN(C(=O)c2cnsn2)CC1
[35] Cc1ccc(O)c(-c2cc(C(=O)Nc3ccc(S(=O)(=O)Nc4nc(C)cc(C)n4)cc3)[nH]n2)c1
[36] COc1ccc(CC(=O)OCc2cc(=O)n3cc(Br)ccc3n2)cc1OC
[37] CC(Oc1cccc(Cl)c1)C(=O)Nc1cc(Cl)ccc1N1CCOCC1 (stereo unspecified)
[38] COc1ccc(N2CCN(C(=O)c3ccc4ccccc4n3)CC2)cc1
[39] CC(NC(=O)C1CCC(=O)N1Cc1ccc(F)cc1)c1ccc2c(c1)OCCO2 (stereo unspecified)
[40] COc1ccc(/C=C2\CCCC3C2=NN(C(=O)c2ccco2)C3c2ccc(OC)c(OC)c2)cc1OC (stereo unspecified)

Screen / compound no.	33	34	35	36	37	38	39	40
PfGluPho inh	-7	-11	16	-16	19	3	-2	19
HKDC1 inh	-12	2	6	-6	0	-12	-4	7
MPTP block	-1.5	0.6	3.3	0.9	0.0	1.2	-1.7	-2.8
SENP7 inh	10	14	10	7	4	3	2	3
ATG4B inh	1	26	-11	-1	7	2	-7	-4
GRIN3A LBD mod	-2	1	30*	0	21*	-2	1	-3
SENP8 inh	7	12	19	-138	14	17	1	-367
SENP6 inh	-25	-13	3	8	-3	14	11	4

Quoted from the listing:
In MPTP block, #34 has 0.6
In MPTP block, #39 has -1.7
In SENP6 inh, #38 has 14
In GRIN3A LBD mod, #40 has -3
In GRIN3A LBD mod, #35 has 30*

Going on with the list.
[41] CC1CC(C)CN(CCC(=O)Nc2cccc(Cl)c2)C1 (stereo unspecified)
[42] C[C@]12c3[nH]c4ccc(Cl)cc4c3CCN1C(=O)[C@@H](CC(=O)NCC13CC4CC(CC(C4)C1)C3)C[C@@H]2C(=O)N1CCCCC1
[43] O=C(CCSc1nc2ccccc2o1)Nc1ccccc1
[44] CC(=O)Nc1ccc(S(=O)(=O)NCCNc2ccccc2[N+](=O)[O-])cc1
[45] Cc1nc(N)[nH]c(=O)c1CCCNc1ccc(CCC2(CCl)OCCO2)cc1
[46] C#CCSc1nnc(CNS(=O)(=O)c2ccc(Br)cc2)n1C
[47] CC[n+]1c(C)n(C)c2cc(S(=O)(=O)N(C)C)ccc21
[48] N#Cc1ccccc1OCC(=O)NCCNC(=O)COc1ccccc1C#N

Screen / compound no.	41	42	43	44	45	46	47	48
PfGluPho inh	-4	26	5	-14	3	-4	3	-9
HKDC1 inh	-4	5	1	-5	18	0	-3	1
MPTP block	1.3	-1.6	0.3	-0.9	0.8	-0.6	-1.9	-2.4
SENP7 inh	5	0	-6	4	.	-2	-4	-7
ATG4B inh	-9	-5	-6	3	-5	7	6	-2
GRIN3A LBD mod	1	-6	0	0	1	0	-1	-1
SENP8 inh	16	3	6	28	-4	10	9	1
SENP6 inh	10	.	-24	-2	.	-9	-18	-12

[49] Cc1cc(-c2cc(C(=O)NC3CCCC3)on2)nc(NCC2CC2)n1
[50] COc1ccc(N2CCN(C3CCCN(Cc4cccc(C)c4)C3)CC2)cc1 (stereo unspecified)
[51] Cc1nc(NCC2CCCO2)c2nnn(Cc3c(F)cccc3Cl)c2n1 (stereo unspecified)
[52] CCSC1=C(C#N)C(c2ccc(C)o2)CC(=O)N1 (stereo unspecified)
[53] Cc1cccc(OCC(O)CN2C(C)(C)CC(O)CC2(C)C)c1C (stereo unspecified)
[54] CCn1c(-c2cc(-c3cc(OC)ccc3OC)nc3ccccc23)n[nH]c1=S
[55] COc1ccccc1-n1c(SC(C)C(=O)NCC2CCCO2)nc2cc(Cl)ccc2c1=O (stereo unspecified)
[56] O=[N+]([O-])c1ccccc1S(=O)(=O)Nc1cccc(-c2ccc(N3CCCC3)nn2)c1

Screen / compound no.	49	50	51	52	53	54	55	56
PfGluPho inh	0	-5	7	-13	-4	28	7	-16
HKDC1 inh	-7	-2	-16	0	-5	13	-3	-5
MPTP block	-0.9	2.3	-1.0	1.5	0.1	-1.0	-2.6	-2.7
SENP7 inh	-1	-5	-1	-6	-3	2	0	-6
ATG4B inh	5	5	-1	-6	-7	-3	-3	5
GRIN3A LBD mod	1	0	-1	2	1	0	1	-20
SENP8 inh	-453	21	7	13	11	-284	-11	-2
SENP6 inh	-2	11	1	-29	6	-12	-11	30

[57] CC(C)NC(=O)c1c(CSc2ccc(Cl)cc2)noc1C(=O)NCc1ccccc1
[58] O=C(NN1CCOCC1)c1ccc(S(=O)(=O)N2CCCCC2)cc1
[59] Cc1cccc(NC(=S)NCc2ccncc2)c1C
[60] COC(=O)[C@H](CCSC)NC(=O)c1cccnc1SC
[61] O=C(CC(C(=O)O)c1c[nH]c2ccccc12)c1ccccc1 (stereo unspecified)

Screen / compound no.	57	58	59	60	61
PfGluPho inh	18	5	-10	18	-18
HKDC1 inh	5	-9	-8	-5	-1
MPTP block	-0.9	2.6	-3.3	0.5	0.3
SENP7 inh	1	2	7	3	-5
ATG4B inh	-3	0	3	-11	-3
GRIN3A LBD mod	-8	0	-5	1	0
SENP8 inh	13	14	20	14	-29
SENP6 inh	-1	-4	5	-1	-7

Structural class: those above with a CF3 group.
[16] O=C(CC1NC2CCCCC2NC1=O)Nc1cccc(C(F)(F)F)c1 (stereo unspecified)
[26] CCCOC(=O)c1c(NC(=O)CSc2nc(-c3ccco3)cc(C(F)(F)F)n2)sc(C(=O)OC)c1C

Screen / compound no.	16	26
PfGluPho inh	-13	-30
HKDC1 inh	-3	-6
MPTP block	-0.9	6.7
SENP7 inh	-4	-10
ATG4B inh	10	8
GRIN3A LBD mod	1	2
SENP8 inh	32	-47
SENP6 inh	-5	-6
